# Source: PubChem BioAssay
# RTF Ca sens act = cardiac RTF calcium sensitization; P19429+P45379; IANBD-labeled TnC RTF fluorescence at EC20 calcium; 0% EC20 calcium, 100% full calcium; AID 493008; activation, % at 7.2 µM; hit rate 0.24% among 340,000;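 active means activation above the mean over all tested compounds plus 3 SD, cut at about 30% in these data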;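 further: rise in fluorescence read as greater calcium sensitivity of cardiac thin filaments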
# dFosB activator = mouse delta FosB homodimer activation; P13346; purified delta FosB, TAMRA-CDK5 oligo fluorescence polarization; percent of positive-control signal above neutral wells; activation, % at 25 µM; hit rate 0.99% among 340,000; AID 493131;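 active means mean activation above about 17%, with every replicate also reaching it, limit read from the data, passing the limit was not always enough; inconclusive means only one of the two conditions met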;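 further: fluorescence polarization rise as delta FosB binds a TAMRA Cdk5 AP-1 oligo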
# Target sequence (P13346 whole entry, looked up): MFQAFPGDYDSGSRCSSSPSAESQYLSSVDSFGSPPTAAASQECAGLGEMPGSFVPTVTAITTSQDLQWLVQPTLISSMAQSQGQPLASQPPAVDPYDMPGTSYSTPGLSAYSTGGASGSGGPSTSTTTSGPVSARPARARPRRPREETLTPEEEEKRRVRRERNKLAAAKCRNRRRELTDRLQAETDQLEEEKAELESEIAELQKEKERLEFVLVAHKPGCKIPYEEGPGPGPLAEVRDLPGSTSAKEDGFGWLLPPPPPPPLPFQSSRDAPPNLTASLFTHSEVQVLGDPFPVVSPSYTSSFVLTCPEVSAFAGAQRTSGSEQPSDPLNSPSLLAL
# PfHsp90 yeast 2 = inhibits growth of yeast expressing Plasmodium falciparum Hsp90 | S. cerevisiae expressing PfHsp90, BacTiter-Glo ATP, 48 h; yeast lacking PDR1 and PDR3 efflux regulators | inhibition, % at 9.4 µM | hit rate 0.32% among 310,000;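 active means every replicate shows inhibition above about 80%, whatever the replicate mean, limit read from the data; inconclusive means mean inhibition reaches the set limit but some replicate falls short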;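 further: 0% = DMSO neutral controls and 100% = 20 µM radicicol positive controls; yeast relying on Plasmodium falciparum Hsp90 in place of its own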
# Rtt109 Vps75 = inhibitors of Candida albicans Rtt109/Vps75 histone acetyltransferase; purified Rtt109/Vps75, ThioGlo CoA-SH fluorescence, 4 h; Q5AAJ8; hit rate 0.16% among 330,000; inhibition, % at 34.9 µM;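 active means inhibition of at least 50% in every replicate; inconclusive means best replicate reaches 50% inhibition but some replicates fall short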
# Target sequence (Q5AAJ8 whole entry, looked up): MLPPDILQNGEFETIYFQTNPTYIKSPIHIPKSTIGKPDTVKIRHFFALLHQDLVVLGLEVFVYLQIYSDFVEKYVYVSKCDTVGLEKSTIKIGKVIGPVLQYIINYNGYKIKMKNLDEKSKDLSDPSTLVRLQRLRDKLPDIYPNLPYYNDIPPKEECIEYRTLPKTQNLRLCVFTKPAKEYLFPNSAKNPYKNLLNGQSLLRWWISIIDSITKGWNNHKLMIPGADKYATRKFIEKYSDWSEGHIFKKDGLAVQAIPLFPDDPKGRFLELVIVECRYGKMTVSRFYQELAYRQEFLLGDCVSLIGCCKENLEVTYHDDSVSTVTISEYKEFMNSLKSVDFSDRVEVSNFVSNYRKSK
# Cardiac RTF inh = cardiac RTF calcium desensitization; hit rate 0.12% among 340,000; AID 493244; P19429+P45379; IANBD-labeled cardiac RTF, Ca2+ fluorescence; inhibition, % at 7.15 µM;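 active means inhibition above the mean inhibition of all tested compounds plus 3 SD, cut at about 17% in these data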;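 further: assay run at fixed EC70 calcium of 1.6 mM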
# SUMO Mot1 rescue = SUMOylation pathway inhibition by Mot1-301 growth rescue; S. cerevisiae Mot1-301 growth rescue, ATP luminescence, 38.5C; percent above DMSO median, 100 means doubled; growth rescue, % at 18.8 µM; hit rate 1% among 320,000;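 active means every valid replicate shows activation above 250% relative to neutral control wells; inactive means the rest, any valid replicate at or below 250%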;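 further: OY570 slx delta 5 strain wells were the positive control but not used for scaling; some compounds called inactive have numbers as strong as hits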
# PvdQ acylase = P. aeruginosa PvdQ acylase inhibition | hit rate 0.063% among 340,000 | AID 488965 | purified PvdQ acylase, fluorescence plate reader | inhibition, % at 10 µM; in the data active means inhibition above about 30%, passing the limit was not always enough; inconclusive means no clear call, values can overlap the other calls;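 further: 0% = vehicle neutral wells and 100% = reference inhibitor wells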
# C-LANA FP = inhibitors of KSHV LANA C-terminal domain DNA binding; MBP-C-LANA/FAM-LBS DNA binding, fluorescence polarization; inhibition, % at 9 µM; hit rate 0.078% among 340,000;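 active means highest replicate inhibition at or above 60% at 9 µM, even if other replicates fall short; inactive means all replicates below 60% inhibition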;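 further: 0% = neutral control wells and 100% = 4 µM acridine orange control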
# CDK5 inh = blocks human CDK5/p35 kinase activity | inhibition, % at 10 µM | hit rate 0.01% among 330,000 | Recombinant CDK5/p35, ADP-Glo luminescence, 60 min | AID 488839;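 active means highest replicate inhibition of at least 50% and at least 75% of replicates reaching 50%; inconclusive means only one of the two criteria met; inactive means both criteria failed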;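 further: plate controls were DMSO neutral control for no effect and GW8510 at 10 µM for full effect; many of its hits are not listed in these tables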
# NSD2 inh = inhibitors of human histone methyltransferase NSD2; AID 743445; inhibition, % at 12.5 µM; NSD2 peptide methylation, AlphaScreen, 120 min; hit rate 0.54% among 310,000; O96028; in the data active means inhibition above about 50%
# Keap1 Nrf2 FP = Keap1-Nrf2 (human) interaction inhibition; Keap1 Kelch-Nrf2 peptide fluorescence polarization, 1536-well; hit rate 0.15% among 340,000; inhibition, % at 9.4 µM; Q14145; in the data active means inhibition above about 12%; inconclusive means no clear call, values can overlap the other calls; inactive means below about 7.3%;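 further: human Keap1 Kelch domain with fluorescein labeled Nrf2 9mer peptide probe; 0% = neutral control wells and 100% = peptide positive control; higher means more block of Keap1 binding to Nrf2 peptide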
# The depositor's hits bear a star; i = inactive; u = inconclusive; x = not tested or not shown. Hits appear at their usual frequency. About 3.2% of those tested had a hit in this group.
# Below each SMILES – RTF Ca sens act, dFosB activator, PfHsp90 yeast 2, Rtt109 Vps75, Cardiac RTF inh, SUMO Mot1 rescue, PvdQ acylase, C-LANA FP, CDK5 inh, NSD2 inh, Keap1 Nrf2 FP
O=C(CSc1ccc(-c2ccco2)nn1)Nc1ccccc1F
    -3, -5, -14, 0, -1, 79, -5, -0.1, 0.5, 0, -3
CCCCn1c(=NC(=O)c2ccco2)c(C(=O)OCC)cc2c(=O)n3ccccc3nc21
    0, 1, 2, 4, -1, -7, -13, -1.0, -1.5, 4, -3
COc1ccc(OCC(=O)N2N=C(C)CC2(O)C(F)(F)F)cc1 (centres undefined)
    7, -2, 27, -2, -19, -16, -11, 0.6, -4.1, 11, -3
COC(=O)c1sccc1NC(=S)N1CCN(c2ccccc2)CC1
    13, -1, -4, -6, 1, -14, 4, 1.3, -0.4, -4, 4
COC(=O)/C(C#N)=C1/C=Cc2ccccc2N1C
    -1, 1, 4, 1, -5, 129, -4, 0.0, 2.1, -6, -5
COc1ccccc1CNC(=O)c1csc2c1CCCC2
    10, -2, 12, -8, 1, 9, -5, -1.0, 0.2, 0, -3
C=CC(=O)Nc1ccc(Nc2nc(NC3CCC(N(C)C)CC3)nc3c2ncn3C(C)C)cc1 (centres undefined)
    8, u, -10, 10, 8, 9, -4, -15, 95*, x, 1
O=C(NCCc1ccccc1)c1ccc(CS(=O)Cc2ccc(Cl)cc2)o1 (centres undefined)
    0, -13, 8, 6, -1, -4, 5, -0.3, -1.7, 0, -2
CC(=O)c1ccc(S(=O)(=O)N(C)CCCC(=O)N(C)Cc2ccccc2F)cc1
    -8, -11, 15, -1, -12, 53, -23, -0.1, -3.5, 0, -4
FC(F)Sc1ccc(NC(=S)NC2CCC(NC(=S)Nc3ccc(SC(F)F)cc3)CC2)cc1 (centres undefined)
    1, 1, -5, -5, 1, -5, -9, -2.0, -1.1, 0, 0
O=C(NC(=S)Nc1ccc(CN2CCOCC2)cc1)c1ccc([N+](=O)[O-])cc1
    0, -10, 14, -2, 5, 13, -13, -1.8, -1.4, 1, -1
CC(=O)c1cn(Cc2ccccc2)c(=O)[nH]c1=O
    0, 2, -12, -4, -1, -6, 2, -2.0, -0.2, 0, -3
Cc1ccc(SCCC(=O)NCCSCc2ccco2)cc1
    11, 4, -24, -4, -6, 20, -7, -0.6, -2.2, x, -7
COc1ccc2c(c1)CC/C2=N\OC(=O)c1ccccc1OC
    -1, -16, 22, 0, -20, 6, -10, -1.2, -3.9, 1, -6
COc1ccc(S(=O)(=O)N2CCCC(C(=O)NCCN3CCOCC3)C2)cc1C (centres undefined)
    -1, 2, 15, -9, -14, 318*, -5, 0.3, 1.3, -1, 2
COc1ccc(NS(=O)(=O)c2cc(NC(=O)CCNC(C)=O)ccc2N2CCCCC2)cc1
    -6, -14, -9, -2, -6, 2, -3, -2.0, 0.6, -2, 0
CCSc1nnc(NC(=O)[C@@H](NC(=O)c2cc(OC)cc(OC)c2)C(C)C)s1
    -3, -6, 21, 6, -9, -1, -6, 0.4, -0.8, -4, 1
COc1ccc(NC(=O)C2CCCN(S(=O)(=O)c3ccc(-n4cnnn4)cc3)C2)cc1 (centres undefined)
    -1, 4, 14, 4, 6, -30, -2, -0.2, -0.1, 0, -2
Cc1cc(C)nc(SCc2n[nH]c(=S)n2C)n1
    -1, -2, -10, -1, -10, i, -6, 0.1, -1.8, 0, 0
C#CCOCCOCCOCCNc1nc(N2CCN(C(=O)C([C@@H](C)O)n3cc([C@@H](N)CCCCN)nn3)CC2)nc(N2CCN(C(=O)[C@H](CCCCN)n3cc(CN)nn3)CC2)n1 (some centres undefined)
    -5, 31*, -22, u, -9, -3, 8, -20, 9.1, x, -15
Cc1cccc(-c2noc(CN(C(=O)C34CC5CC(CC(C5)C3)C4)C(C)C)n2)c1
    -5, -2, x, 6, -2, -24, -1, -1.2, -0.5, -1, -2
COc1ccc(S(=O)(=O)N2CCC(C(=O)O)(c3ccccc3)CC2)cc1
    -4, 2, 9, 1, 2, 9, -6, 1.2, 0.3, 1, -3
C#CCOc1ccc(/C=C2/C(=O)NN(c3ccc(F)cc3)C2=O)cc1OC
    -1, -2, -10, -1, -5, 68, -15, -1.5, -0.1, 2, -2
CC1(OC(=O)C2CCCC2)C(=O)C=C2C=C(c3ccsc3)N(C3CCCC3)C=C2C1=O (centres undefined)
    8, -12, 0, 2, 1, 6, -21, 0.4, -1.9, x, -3
COCCCNC(=O)c1ccc(CS(=O)(=O)c2ccccc2OC)o1
    -2, 2, -8, 1, -1, -26, -7, -2.3, -0.3, 1, 0
COc1ccc(NC(=O)CSc2nnc(CNC(=O)COc3ccc(Cl)cc3)o2)cc1
    4, 4, -10, -5, -6, -16, -10, 0.6, -0.7, 2, -1
CCC(C(=O)Nc1nnc(-c2ccco2)s1)c1ccccc1 (centres undefined)
    -4, -8, -18, 0, -11, -4, -7, 3.8, 0.7, 50, 3
CCCN1C=CC(=C2C(=O)c3ccccc3C2=O)C=C1
    0, 2, -102, 7, -3, -53, 10, 4.5, 8.4, 1, 3
COC(=O)c1ccc(CN(c2ccc(C)cc2)S(=O)(=O)c2ccc3c(c2)OCCO3)o1
    -6, -5, -11, 5, -8, 3, -12, -2.3, 0.6, x, 1
O=C(NCCNS(=O)(=O)c1ccccc1)N1CCOCC1
    -7, -5, 24, -13, -8, -13, -2, -0.3, -0.9, -5, -1
CC(C)(C)C(=O)Nc1ccccc1C(=O)NCc1cccnc1
    -2, -1, -10, -2, -10, -20, 14, 1.1, 1.5, -3, -5
Cc1ccc(OCC(=O)O/N=C(\N)c2cccnc2)cc1
    -4, 2, 3, -5, -12, x, 2, -0.1, 1.2, 3, 3
CCc1noc(C)c1C(=O)N1CCCSC1=Nc1ccccc1Cl
    -1, -8, x, 14, -3, -12, 8, 1.4, -1.7, -2, -3
O=C(CSc1nc2ccccc2o1)N1CCN(c2ccc(Cl)cc2)CC1
    -3, 3, x, 5, 8, x, 5, -0.4, 0.0, 7, 0
CCN(C)c1ccc(/C=N\n2nnnc2N)cc1
    -5, -6, 26, -19, -11, 3, -6, 6.3, x, -3, 1
Cc1ccsc1-c1nc(CN2CCCC2c2ccc(F)cc2)c(C)o1 (centres undefined)
    0, 0, 8, -10, -1, -18, -3, 2.4, -2.6, -1, 3
O=C(O)CCn1cc(-c2ccc(F)cc2)nc1-c1ccncc1
    3, 0, -2, 11, 5, 12, -8, 0.9, -0.5, x, -2
NC(=O)N[C@@H](Cc1c[nH]c2ccccc12)C(=O)OCC(=O)N1CCCCC1
    11, -11, 22, 6, -6, -5, -21, -0.6, -3.8, -2, -1
Cc1nc(N)[nH]c(=O)c1CCCNc1ccc([N+](=O)[O-])cc1
    -4, -1, -19, 5, 1, x, -10, 0.1, 0.8, -1, 1
CCOc1ccc(NC(=S)NCCN2CCN(Cc3ccccc3)CC2)cc1
    -6, -3, -6, 2, 3, 493, -18, -1.3, -0.1, 7, -2
Cc1ccc(S(=O)(=O)N2CCC(C(=O)NCC(C)(C)N3CCOCC3)CC2)c(C)c1
    -2, -10, 5, -6, -10, 2, -18, -0.6, -2.5, -1, -1
Cc1nc(-c2nnc(-c3ccccc3)o2)c(C(F)(F)F)o1
    5, 1, 0, 5, -3, -4, -8, -0.3, -0.8, -1, -5
O/N=C/c1cc(Br)ccc1OCc1cccc(F)c1
    1, -7, -27, 11, -7, -15, -1, -1.1, 0.1, -2, 3
CCCN(CC(=O)Nc1ccc(C(N)=O)cc1)CC(=O)Nc1ccc(Cl)cc1Cl
    0, 7, -4, -9, -2, -7, -4, -2.1, -0.1, 0, 0
O=C(O)C12CC3CC(C1)CC(n1ncc(NCc4ccco4)c(Cl)c1=O)(C3)C2
    0, -2, -3, -7, 9, 16, -1, -1.0, -1.3, 0, 1
Cc1c(CN(C)C(=O)c2sc3cc(Cl)ccc3c2Cl)cnn1C
    -4, -5, 1, -10, 0, 405, -4, -0.6, 0.0, -3, -3
COC(=O)c1ccc(NC(=O)c2cccc(NC(=O)c3ccccc3)c2)cc1
    10, 2, -44, -21, 6, -5, -4, 1.5, -3.9, -1, -1
Cc1nc2ccc(S(=O)(=O)NCC(=O)Nc3cccc(F)c3)cc2s1
    -3, 2, -5, -3, 3, 12, -13, -0.6, -3.3, 0, -2
O=C(COC(=O)c1ccccc1NS(=O)(=O)c1cccs1)NCC12CC3CC(CC(C3)C1)C2
    -8, -5, -17, -3, 8, -1, -13, -0.8, -0.5, -1, 1
COc1ccc(N2CCN(CCC3Oc4cc([N+](=O)[O-])ccc4NC3=O)CC2)cc1 (centres undefined)
    -4, -3, x, 9, -3, 9, 6, -1.2, 0.1, 11, -3
CNC(=S)N(CCc1c(C)[nH]c2ccc(C)cc12)Cc1cc(OC)c(OC)c(OC)c1
    2, -10, 6, 7, -1, 201, 3, -0.1, -0.3, x, -3
Cc1nc2ncnn2c(C)c1Cc1c(Cl)cccc1Cl
    -5, -8, -22, -5, -3, 355, 4, 0.3, 0.8, -3, 6
Cc1ccc(N2CC(C(=O)NCc3ccc(C)n3C)CC2=O)cc1 (centres undefined)
    -4, -4, 20, -1, -2, 10, -7, 0.4, 2.0, -3, -4
COc1ccc(CNC(=O)CN(C)CC(=O)Nc2ccccc2Br)cc1
    -8, -3, -10, 36, -4, 192, 3, -0.5, 0.2, -1, 0
CN1C(=O)/C(=C2/C=CC=CN2C)OC1=S
    2, 6, x, -1, 1, -13, 3, 1.2, -0.5, 3, 0
CCOC(=O)c1[nH]c(=O)[nH]c1CSCCO
    2, 1, 5, 3, -8, 15, -13, -0.8, -0.6, -1, -3
COc1ccc(CN2C(=O)c3ccccc3C2C(=O)NC2CCCCCC2)c(OC)c1 (centres undefined)
    -2, -3, -11, 3, -8, x, 9, 0.6, 2.4, 0, 0
Cn1c(SCc2ccc([N+](=O)[O-])cc2)nc2c(c1=O)SCC2
    -2, -3, -16, 0, 2, -20, 3, -0.4, 1.8, 1, -2
CCc1nnc(NC(=O)CSc2nccn2-c2ccccc2)s1
    -2, 4, 3, 2, -4, 1, -7, -1.0, -1.0, -2, -1
O=C(NCCCO)C(=O)NCc1ccncc1
    3, 7, 2, 8, -13, x, -17, -0.2, 0.8, -2, -5
CCCSc1nc2c(c(=O)[nH]c(=O)n2C)n1Cc1ccccc1
    0, -5, -8, -9, 9, -1, -7, 0.3, -0.6, 1, -5
CC(=O)Oc1ccc(/C(C)=N/N2CCN(Cc3ccc(C)cc3)CC2)cc1
    -3, -2, 6, -3, 3, -4, 0, 2.7, -0.5, 2, 6
Cc1nnsc1S(=O)c1ccc(Br)cc1 (centres undefined)
    -7, 6, 2, -8, 0, -15, 12, 1.9, -0.7, 0, -1
